Screening data from PubChem.
hgDAF-12 ag: H. glycines DAF-12 receptor agonists, primary screen, cell-based, luminescence, HEK293, GAL4 fusion, UAS-luciferase; Nuclear hormone receptor DAF-12 (Heterodera glycines), GAL4 fusion; HEK293 GAL4-hgDAF12 UAS-luciferase reporter, agonist luminescence; normalized to butyrate control; activation, % at 6.8 µM; 1.8% of 370,000 active;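 active means activation above a cutoff set at the mean of all screened compounds plus 3 SD, cut at about 10% in these data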;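 further: 0% = DMSO wells and 100% = sodium butyrate wells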
sPLA2-III inh: human group III sPLA2 inhibitors, primary screen, biochemical, QFRET, BODIPY PC-A2 liposome substrate; Group 3 secretory phospholipase A2 (Homo sapiens), Q9NZ20; QFRET BODIPY PC-A2 liposome hydrolysis, fluorescence; inhibition, % at 12.2 µM; 0.56% of 370,000 active; AID 743126, 2013;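 active means inhibition above mean plus 3 SD of compounds lying within the high and low control bounds, cut at about 19% in these data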;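 further: 0% = median of test compound wells and 100% = no enzyme DMSO wells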
PLC-beta3 inh: human PLC-beta3 inhibitors, primary screen, biochemical, fluorescence; 1-phosphatidylinositol 4,5-bisphosphate phosphodiesterase beta-3 (Homo sapiens), Q01970; Purified PLC-beta3, fluorogenic substrate; inhibition, % at 12.2 µM; 0.18% of 370,000 active; AID 720704, 2013; in the data active means inhibition above about 11%;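 further: 0% = median of compound wells on plate and 100% = full blocker control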
PG9 binder: binders of HIV-1 gp120 antibody PG9, primary screen, biochemical, TR-FRET | AID 624416, 2012 | HIV-1 gp120 / PG9 antibody interaction | inhibition, % at 6.7 µM | TR-FRET gp120-PG9 antibody binding | 0.43% of 360,000 active; in the data active means inhibition above about 8.5%
NR1D1 modulator: modulators of Rev-erb alpha DNA binding, primary screen, biochemical, FITC-DNA, fluorescence polarization, uHTS; Nuclear receptor subfamily 1 group D member 1 (Homo sapiens), P20393; Rev-erbα–FITC-DNA binding, 90 min; activity, % at 10 µM; 0.79% of 370,000 active; AID 1259318, 2017;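 active means activity above about 14%, limit read from the data; passing the limit was not always enough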;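 further: 0% = DMSO wells with 35 nM protein and 100% = DMSO wells with 750 nM protein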
Target sequence (P20393 whole entry, looked up): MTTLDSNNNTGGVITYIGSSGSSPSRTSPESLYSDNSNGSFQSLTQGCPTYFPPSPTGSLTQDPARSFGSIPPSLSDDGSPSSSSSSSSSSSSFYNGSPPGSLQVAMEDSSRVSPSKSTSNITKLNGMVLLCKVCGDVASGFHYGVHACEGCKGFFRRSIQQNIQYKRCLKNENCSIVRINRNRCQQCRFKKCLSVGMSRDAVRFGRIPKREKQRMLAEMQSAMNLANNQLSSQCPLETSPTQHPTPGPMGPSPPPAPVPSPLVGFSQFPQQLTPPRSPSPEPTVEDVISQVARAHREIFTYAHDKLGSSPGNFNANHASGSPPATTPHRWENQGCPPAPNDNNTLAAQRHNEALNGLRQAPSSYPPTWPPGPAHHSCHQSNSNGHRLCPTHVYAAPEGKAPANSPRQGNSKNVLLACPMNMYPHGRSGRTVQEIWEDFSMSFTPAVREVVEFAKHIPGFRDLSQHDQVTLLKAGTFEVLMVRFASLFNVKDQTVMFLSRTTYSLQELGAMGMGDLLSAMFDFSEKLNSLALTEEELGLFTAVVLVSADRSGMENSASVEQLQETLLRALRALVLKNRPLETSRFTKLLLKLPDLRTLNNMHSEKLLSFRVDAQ
DAX1 inh-1: DAX1 (NR0B1) inhibitors on StAR promoter, primary screen, cell-based, luminescence, SF-1 (NR5A1), full-length DAX-1. HEK293T StAR-luciferase reporter, SF-1/DAX-1 repression relief. 1.1% of 370,000 active. AID 652010, 2013. inhibition, % at 6.8 µM;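 active means inhibition above the mean over all tested compounds plus 3 SD, cut at about 3.6% in these data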;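 further: 0% = DAX-1 cells with DMSO and 100% = cells lacking DAX-1 with DMSO; higher inhibition means more luminescence from relief of DAX-1 repression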
ssDAF12 agonist: S. stercoralis DAF-12 nuclear receptor activators, primary screen, cell-based, luminescence, HEK293, GRIP1 co-expression, lit1-tk-luc; AID 652126, 2013; HEK293 ssDAF-12/GRIP1 lit1-tk-luc reporter; % of 3 µM dafachronic acid response; activation, % at 6.8 µM; 1% of 370,000 active; Nuclear hormone receptor DAF-12 (Strongyloides stercoralis);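 active means activation above the mean over all tested compounds plus 3 SD, cut at about 0.9% in these data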;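 further: 0% = DMSO-only wells and 100% = 3 µM delta7-dafachronic acid wells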
SMARCA2 act: SMARCA2 (BRM) function activators, primary screen, cell-based, luminescence, high throughput | MG213 cells, MMTV-luciferase reporter, dexamethasone, overnight | 1% of 370,000 active | AID 652017, 2013 | activation, % at 9.1 µM; in the data active means activation above about 7.8%;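 further: 0% = vehicle wells and 100% = reference activator wells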
DAX1 inh-2: DAX1 (NR0B1) inhibitors, primary screen, cell-based, HEK293, Gal4-DAX1, luciferase luminescence; Nuclear receptor subfamily 0 group B member 1 (Homo sapiens), P51843; HEK293 Gal4-DAX1 luciferase reporter; inhibition, % at 6.75 µM; 0.99% of 340,000 active; AID 504766, 2011;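 active means inhibition above the mean over all tested compounds plus 3 SD, cut at about 4.2% in these data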;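 further: 0% = DAX1-transfected cells with DMSO and 100% = empty-vector control cells with DMSO; inhibition shows as a rise in luminescence from relieved DAX1 repression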
Target sequence (P51843 207-470 limits assumed): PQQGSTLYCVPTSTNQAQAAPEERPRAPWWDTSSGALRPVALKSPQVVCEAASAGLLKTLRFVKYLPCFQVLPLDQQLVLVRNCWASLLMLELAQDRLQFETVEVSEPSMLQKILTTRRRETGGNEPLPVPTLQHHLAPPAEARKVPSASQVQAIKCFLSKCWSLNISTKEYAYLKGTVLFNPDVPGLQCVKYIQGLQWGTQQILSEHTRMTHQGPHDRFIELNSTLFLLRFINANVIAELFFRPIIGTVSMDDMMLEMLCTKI
FXN GAA850 act: FXN promoter activators, primary screen, cell-based, luciferase luminescence, HEK293 lucGAA850; HEK293 lucGAA850 FXN promoter luciferase reporter, 24 h; percent of 10 µM SAHA response; activation, % at 6 µM; 0.56% of 360,000 active; AID 540364, 2011;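 active means activation above the average of all compounds screened plus 3 SD, cutoff fixed separately per campaign, cut at about 7.5% in these data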;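 further: 0% = DMSO wells and 100% = 10 µM SAHA wells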
hcDAF12 agonist: H. contortus DAF-12 nuclear receptor activators, primary screen, cell-based, luminescence, HEK293, lit1-tk-luc reporter. HEK293 hcDAF-12 lit1-tk-luc reporter; 0% DMSO, 100% Δ7-dafachronic acid. AID 652067, 2013. activation, % at 6.8 µM. 1.4% of 370,000 active;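 active means activation above the mean of all tested compounds plus 3 SD, cut at about 5.5% in these data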;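 further: 100% = response to 3 µM Δ7-dafachronic acid high control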
The depositor's hits bear a star; . = not tested or not shown. Rows are unselected; about 7% have a hit in one of these screens.

SMILES	hgDAF-12 ag	sPLA2-III inh	PLC-beta3 inh	PG9 binder	NR1D1 modulator	DAX1 inh-1	ssDAF12 agonist	SMARCA2 act	DAX1 inh-2	FXN GAA850 act	hcDAF12 agonist
Cc1ccccc1-c1nnc(SCC(=O)NCC2CCCO2)o1 (configuration not stated)	2.5	6	-4	-2.3	-7	1.3	-0.8	0	0.9	1.4	1.0
Cc1ccc(S(=O)(=O)N2CCOC2CNC(=O)C(=O)NCCc2ccccc2)cc1 (configuration not stated)	-1.6	8	-9	1.2	-4	-0.4	-2.0	-1	-0.9	0.2	-1.8
Cc1ccc(C(=O)C(C)OC(=O)CN2C(=O)NC3(CCCC3)C2=O)cc1 (configuration not stated)	-0.1	4	-4	0.6	5	0.8	-1.4	-3	-0.5	0.1	-0.3
Cc1ccc(C)c(C(=O)NC2CC(C)(C)NC(C)(C)C2)c1	0.8	3	0	-1.0	-1	-0.7	-0.6	4	1.1	-0.6	-1.9
CCn1ccnc1C(O)c1ccc(N(C)C)cc1 (configuration not stated)	4.1	8	0	-0.3	-5	0.2	-0.2	-2	-0.3	2.3	0.7
CC(C)c1nc(SCC(=O)Nc2ccc3c(c2)OCO3)n[nH]1	-0.6	0	4	0.5	-2	-0.2	-0.4	0	-0.2	3.3	-0.2
Cc1ccc(C(=O)/C=C/c2ccc3c(c2)OCO3)o1	-0.5	1	-41	-0.3	.	-0.3	-1.4	11*	0.4	1.9	5.1
CCN(C(=O)COC(=O)c1ccc2c(c1)OCO2)c1ccc(F)cc1	0.7	-3	0	-1.4	-2	0.1	-1.1	-1	1.7	-0.2	-0.4
O=C(c1ccccc1)N1CCN(c2ccc([N+](=O)[O-])c(NCc3cccnc3)c2)CC1	-7.2	-1	0	1.3	-1	-1.2	-1.2	-5	-0.5	3.9	-3.6
CCOC(=O)c1c(C)n(OCc2ccccc2)c2ccc3c(no[n+]3[O-])c12	2.2	8	0	-0.4	7	0.5	-1.1	-1	2.0	3.2	0.2
CN(N=Nc1ccccc1C(=O)O)C1CCCCC1	0.6	13	2	2.2	-4	0.1	0.2	-6	4.0	1.4	-0.6
CN1CCN(c2ccc(CNC(=O)c3ccc(-c4ccnn4C)c4ccoc34)cc2)CC1	4.3	-1	-1	0.3	-5	1.9	0.4	-1	.	1.5	3.6
O=C(CN1C(=O)NC(Cc2c[nH]c3ccccc23)C1=O)Nc1cccc(S(=O)(=O)N2CCOCC2)c1 (configuration not stated)	-0.2	-86	-4	1.4	4	-0.2	-1.4	-2	-1.4	-4.1	-1.3
Cc1cc(C)c(NC(=O)c2ccc(S(=O)(=O)N(C)C)cc2)c(C)n1	0.2	8	0	-1.1	-2	0.3	-1.7	-3	-0.9	-2.7	0.0
CC(=O)C1=C(O)C(=O)N(CCC(=O)O)C1c1ccccc1[N+](=O)[O-] (configuration not stated)	2.3	-4	-9	-1.4	5	0.1	-0.1	-2	0.7	2.3	1.4
COC(=O)C(=Cc1ccc(OCc2ccc([N+](=O)[O-])cc2)c(OC)c1)C(=O)OC	4.4	10	5	-0.5	-5	0.5	-1.6	-1	0.5	2.5	1.5
O=[N+]([O-])c1cc(-c2n[nH]c(-c3ccccc3)n2)cc([N+](=O)[O-])c1	2.1	6	-3	0.3	-3	-0.2	-1.6	-1	-0.2	2.2	1.8
COc1cccc(OC)c1/C(O)=C(\C#N)c1nc2ccccc2[nH]1	-3.0	-32	-40	2.5	2	0.1	-0.9	4	0.0	2.0	0.4
COc1cc(CC(=O)OCC(=O)NC2CCCCC2)cc(OC)c1OC	-2.7	-4	0	2.1	-4	-0.8	-1.2	-1	-0.1	1.0	-1.9
CCOC(=O)NC(=O)CSc1nc2ccc(OCC)cc2[nH]1	-2.6	-5	-1	0.4	0	-0.4	-0.6	-1	-0.3	-0.5	-0.6
COC(=O)c1ccc(OCC(O)CN2C(=O)NC(C)(C)C2=O)cc1 (configuration not stated)	-1.1	-4	0	-2.0	-3	-0.1	-0.9	-1	1.3	0.7	-0.3
O=C(N=Nc1c(O)[nH]c2ccc([N+](=O)[O-])cc12)c1ccccc1Cl	4.5	-2	-4	-1.0	-2	0.0	-1.1	0	-1.6	3.5	-1.6
Cc1nc2ccc(N3C(=O)CCC3=O)cc2[nH]1	2.0	2	1	-0.3	1	-0.1	-0.8	-1	-0.7	-3.0	-0.1
CNC(=O)NC(=O)CSc1nc(-c2cccs2)c(C#N)c(=O)[nH]1	2.5	4	-16	58*	5	-0.4	-1.3	-1	-0.5	1.0	-1.4
Cc1ccc(C2c3sc(=O)[nH]c3SC3C(=O)NC(=O)C32)cc1 (configuration not stated)	3.1	-4	-4	-2.0	4	-0.4	-0.8	1	1.0	-1.0	-1.1
CCCN1Cc2cccc(C(=O)Nc3ccc(CN4CCCC4)cc3)c2C1=O	4.7	-13	-2	-0.3	3	2.3	-0.9	-2	0.3	1.4	1.2
COc1ccccc1Nc1nnc(SCc2cc(=O)n3cc(C)ccc3n2)s1	-5.0	-5	-4	1.5	2	-0.9	-2.0	0	-0.3	1.0	-4.1
Cc1ccc(-c2cc(C(=O)N3CCCCCC3)no2)cc1	14*	4	-5	0.7	10	3.0	1.3*	2	0.4	3.6	5.4
Cc1ccc(OCCCCN2CCCCC2)cc1	0.5	1	-2	1.1	2	-0.2	-0.9	2	1.4	-0.5	-0.3
O=C(OCc1ccccc1)N1CCN(C(c2ccnc3ccccc23)c2nnnn2-c2ccc3c(c2)OCCO3)CC1 (configuration not stated)	0.5	-2	2	-2.5	-2	-1.9	-1.7	-7	.	.	-1.3
COc1ccc(/C=N\NC(=O)CNC(=O)C(c2ccccc2)c2ccccc2)cc1[N+](=O)[O-]	0.4	-11	1	-1.6	1	-0.5	-2.3	1	-0.1	-1.0	-1.9
N#Cc1cc(N)c(Nc2ccccc2)cc1C#N	0.9	4	-111	-2.2	1	-0.7	-1.3	-1	2.4	2.5	-1.2
CCOC(=O)C1=NOC(CNC(=O)c2c(-c3ccccc3Cl)noc2C)C1 (configuration not stated)	-1.3	-4	1	-0.3	-2	-0.3	-1.3	0	0.3	1.5	-0.7
CN(c1ccccc1)S(=O)(=O)c1ccc(C(=O)Nc2ncccc2O)cc1	9.8	-17	-3	-1.1	0	1.3	-1.2	-3	0.1	2.3	0.7
Cc1nnc(NC(=O)CCn2c(=O)oc3ccccc32)s1	-1.5	3	-5	-0.1	3	-0.2	-0.8	-2	1.4	0.3	0.1
Cc1ccc(S(=O)(=O)Oc2ccc(/C=C(/NC(=O)c3ccccc3)C(=O)Nc3ccccc3)cc2)cc1	2.4	5	-34	2.2	-3	-0.5	-0.8	0	-0.8	-0.9	-2.1
O=C(O)c1ccc(NS(=O)(=O)c2cc(Cl)sc2Cl)cc1	-3.0	1	-3	-2.1	-3	0.4	-0.9	-1	0.2	-1.3	0.4
Cc1[nH]c2ccccc2c1C(=O)CSc1nncn1C	0.8	-3	2	1.2	-3	-0.1	-1.0	0	-0.3	-0.3	-0.1
COc1ccc(C(=O)CSc2nnc(CNC(=O)c3ccccc3F)n2C)cc1OC	-1.3	9	-6	-0.1	5	-0.4	-0.5	1	-1.0	0.8	-1.4
CCCC(=O)Nc1ccc2oc(=O)ccc2c1	2.6	-4	-19	-0.6	5	-0.3	-1.0	1	0.7	0.9	-1.5
CCCOc1ccc(C2C(C(=O)c3cc4ccccc4o3)=C(O)C(=O)N2c2cc(C)on2)cc1 (configuration not stated)	1.4	-3	-26	6.4	-6	0.2	-1.0	-1	-0.1	4.1	-0.5
COc1ccc(-c2nnc(SCC(=O)NN=Cc3c(O)ccc4ccccc34)n2-c2ccc(OC)cc2)cc1	-3.6	16	-4	.	-6	-1.6	-1.3	-1	.	.	-2.3
O=C(O)c1ccc(/C=N/O)cc1	-3.9	9	-10	-0.6	3	0.3	-1.6	-1	0.3	0.2	-0.1
O=C(CSc1nnc(CNc2ccc(Cl)cc2)o1)Nc1nc2ccccc2s1	-0.7	-12	1	-0.1	1	0.5	-0.7	1	2.4	1.3	0.5
O=C(Nc1ccccc1N1CCOCC1)c1ccc(Br)o1	0.6	2	-3	-0.1	-5	-1.8	-1.5	1	-1.1	0.6	-1.9
COc1ccc(C(=O)c2cnc[nH]2)cc1	-1.2	-2	-10	-3.9	2	0.0	-1.9	4	.	1.9	0.2
C(=N\NCc1ccccc1)/c1ccc2nccnc2c1	0.3	-1	-4	-1.9	-5	0.6	-0.7	7	.	1.8	-0.7
O=C(NNS(=O)(=O)c1ccccc1[N+](=O)[O-])c1cccc(Br)c1	0.8	-2	-3	-0.9	2	-0.3	-1.2	-1	1.5	2.2	0.3
COc1cc(NC(=O)COC(=O)C=C(C)C)c(C)cc1[N+](=O)[O-]	2.3	5	-1	-2.0	7	-0.7	-2.2	3	-0.3	-0.9	-1.7
COc1ccc(C(=O)Nc2nnc(CCS(=O)(=O)c3ccc(C)cc3)s2)cc1	2.5	6	-4	1.4	5	0.8	-1.6	-3	1.1	0.5	2.3
Cc1cccn2c(=O)c3cc(C#N)c(=O)n(Cc4cccnc4)c3nc12	2.4	1	-92	-0.4	1	-0.8	-0.7	-2	-0.1	-1.8	-0.2
CCN(CC)C(=O)[C@H]1CC(CC(=O)NCCCN(C)C)C(=O)N2CCc3c([nH]c4ccccc34)[C@]12C (some centres not stated)	-2.1	6	-3	-0.5	4	0.3	-0.4	-4	1.9	-1.6	-2.8
C#CCN(C[C@H]1[C@H](OC(=O)NCc2ccco2)[C@H](OC(=O)NCc2ccco2)C[C@@H](C(=O)OC)[C@H]1C(=O)OC)S(=O)(=O)c1ccc(C)cc1	-2.1	-23	2	0.3	3	-1.4	-1.5	2	0.4	-5.2	-1.3
